# Source: PubChem BioAssay (several laboratories)
# AddAB inh: growth inhibition of E. coli expressing H. pylori AddAB, primary screen, AddAB inhibitor project, absorbance. inhibition, % at 11.9 µM. actives 0.29% (n = 330,000). AID 435030, 2010; in the data active = inhibition above about 12%;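 also: 0% = vehicle wells of infected cells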
# Ecoli viability: E. coli V3065 growth inhibition, primary screen, counter-screen for AddAB inhibitor project, absorbance, OD600 | 18 h | inhibition, % at 11.9 µM | actives 0.27% (n = 330,000) | AID 449728, 2010;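 active = inhibition above the campaign's mean inhibition across all tested compounds plus 3 SD, cut at about 9.9% in these data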;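 also: uninfected addAB+ strain grown without phage in ampicillin broth; 0% = DMSO wells and 100% = ciprofloxacin 0.95 µg/ml wells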
# SUMO Mot1 rescue: yeast Mot1-301 growth rescue at high temperature, primary screen, SUMOylation pathway inhibitor project, S. cerevisiae, ATP luminescence, 38.5C. actives 1% (n = 320,000). growth rescue, % at 18.8 µM. S. cerevisiae Mot1-301 growth rescue; percent above DMSO median, 100 means doubled;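 active = every valid replicate shows activation above 250% relative to neutral control wells; inactive = the rest, any valid replicate at or below 250%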;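 also: OY570 slx delta 5 strain wells were the positive control but not used for scaling; some compounds called inactive have numbers as strong as hits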
# phage Ecoli inh: growth loss of phage-infected E. coli, primary screen, RecBCD inhibitor project, absorbance, with phage, HTS | inhibition, % at 11.9 µM | actives 0.26% (n = 360,000); in the data active = inhibition above about 11%
# An asterisk follows results filed as active; · = no result given. Only part of the results is shown, so the mix of outcomes need not match the whole.
[1] Cc1ccnc(NS(=O)(=O)c2cc(C(F)(F)F)ccc2Cl)c1
[2] CCn1c(SCC(=O)N/N=C/C=C/c2ccccc2[N+](=O)[O-])nnc1-c1ccc(Cl)cc1
[3] CCn1c(=N)c(S(=O)(=O)c2ccc(C)cc2)cc2c(=O)n3ccccc3nc21
[4] O=C(OCC(=O)N1CCN(c2ccccc2)CC1)c1cnc(Cl)c(Cl)c1
[5] COc1ccc(-c2cc(C(F)(F)F)nc(SCCC(=O)NCc3ccco3)n2)cc1
[6] CCCCC(=O)Nc1cccc(C(C)O)c1 (stereo unspecified)
compound no.	1	2	3	4	5	6
AddAB inh	4.1	0.1	-2.0	0.3	-1.1	0.7
Ecoli viability	1.9	-2.1	-0.2	-1.1	-1.6	4.5
SUMO Mot1 rescue	·	·	·	·	·	·
phage Ecoli inh	3.7	3.0	0.0	2.8	1.1	3.6

[7] Cn1nnc2c(C(N)=O)ncn2c1=O
[8] CCO[C@@H]1OC(C(=O)N2CCN(Cc3ccc4c(c3)OCO4)CC2)=C[C@H](c2ccc3c(c2)OCO3)[C@H]1CCCO
[9] O=C(c1ccncc1)N1N=C(C2CCCCC2)CC1(O)C(F)(F)F (stereo unspecified)
[10] Cc1cc(C)cc(Cn2ncc(Cl)c(Cl)c2=O)c1
[11] O=c1nc(SCc2c(F)cccc2Cl)nc(-c2ccccc2)[nH]1
[12] Cc1nc(NC(=O)CSc2ccccc2N)sc1C
compound no.	7	8	9	10	11	12
AddAB inh	3.9	1.7	-1.5	6.2	1.6	1.1
Ecoli viability	6.2	-0.4	0.3	-4.8	0.0	-0.4
SUMO Mot1 rescue	·	14	5	-37	3	-16
phage Ecoli inh	4.9	0.8	4.7	1.5	-2.1	-1.3

[13] COC(=O)[C@@]1(Cc2ccc(F)cc2)[C@H]2c3cc(C(=O)N4CCCC4)n(CCc4ccccn4)c3C[C@H]2CN1C(=O)c1ccccc1
[14] COc1ccc2c(c1)C(=O)[C@H](O)[C@@H](c1ccc(OC)c(Br)c1)O2
[15] Cc1ccc(OCc2ccc(Br)cc2)c([N+](=O)[O-])n1
[16] O=[N+]([O-])c1cc(O)c2ncccc2c1
[17] Cc1ccc(C(=O)N/C(=C/c2ccco2)C(=O)Nc2cccc(C(=O)O)c2)cc1
[18] CCCC1CC(=O)OC1(C)C(=O)CSc1n[nH]c(-c2ccccc2)n1 (stereo unspecified)
compound no.	13	14	15	16	17	18
AddAB inh	4.0	4.2	-1.5	14*	3.5	0.4
Ecoli viability	2.4	2.0	1.8	16*	-1.1	0.5
SUMO Mot1 rescue	-9	39	-8	-21	-13	9
phage Ecoli inh	2.1	4.4	2.9	4.0	-0.7	2.2

[19] COC(=O)[C@@]1(Cc2ccc(F)cc2)[C@H]2c3cc(C(=O)N4CCCC4)n(CCO)c3C[C@H]2CN1C(=O)c1ccccc1
[20] Cc1ccc(-c2csc(N3C(=N)SCC3=O)n2)cc1
[21] CC(C)[C@@H]1NC(=O)c2cc([N+](=O)[O-])cc(I)c2NCCC[C@@H](C(N)=O)NC(=O)[C@H](CO)NC1=O
[22] C/C(=N\NC(=O)Cc1c(C)[nH][nH]c1=O)c1ccc2ccccc2c1
[23] CN(C(=O)Cn1nnc(-c2cccnc2)n1)C1CCCCC1
[24] COc1ccccc1/C=N/N1C(=O)C(CC(=O)Nc2ccc([N+](=O)[O-])cc2OC)SC1=Nc1cccc(C)c1C (stereo unspecified)
compound no.	19	20	21	22	23	24
AddAB inh	3.4	-0.5	-0.6	4.7	0.4	-1.6
Ecoli viability	0.7	-0.8	-1.4	-3.1	0.0	-2.5
SUMO Mot1 rescue	-32	-1	15	-19	-19	16
phage Ecoli inh	2.0	2.8	1.6	1.7	1.3	2.5

[25] COC(C[C@H]1O[C@@H]1C(=O)COCc1ccccc1)OC
[26] CCn1c2ccccc2c2cc(CN3CCN(S(=O)(=O)CC)CC3)ccc21
[27] O=C(Cc1ccc(Nc2nc(=S)[nH]c3ccccc23)cc1)NC1CCCCC1
[28] COc1ccc(/C=N/n2cnc3c([nH]c4ccc(Br)cc43)c2=O)cc1CN1CCOCC1
[29] COC(=O)c1ccc(CSc2nnc(Nc3ccccc3OC)s2)o1
[30] O=[N+]([O-])c1cc(/C=N/Nc2nc3ccccc3[nH]2)c(O)cc1O
compound no.	25	26	27	28	29	30
AddAB inh	4.0	4.5	-1.0	3.5	0.5	-1.4
Ecoli viability	2.7	0.3	0.6	0.5	-3.7	-1.8
SUMO Mot1 rescue	4	9	31	294	-11	0
phage Ecoli inh	3.6	0.3	-0.4	2.2	1.4	2.0

[31] Cc1ccc(-n2c(=O)c3sccc3n(Cc3cc(=O)n4ccccc4n3)c2=O)cc1F
[32] Cc1nc(NS(=O)(=O)c2ccccc2C)c2c3c(sc2n1)CCC3
[33] CC(=O)Nc1ccc(S(=O)(=O)N2C(=O)c3cccc4cccc2c34)cc1
[34] Cc1[nH][nH]c(=O)c1N=Nc1ccccc1C#N
[35] CCCCCc1nc2c(c3c1CCCC3)CCCC2
[36] O=C(N/N=C/c1ccncc1)c1cccc([N+](=O)[O-])c1
compound no.	31	32	33	34	35	36
AddAB inh	1.0	0.5	1.5	0.9	0.8	4.4
Ecoli viability	1.6	2.9	1.4	-2.0	1.7	2.3
SUMO Mot1 rescue	1	71	-20	-12	-19	-20
phage Ecoli inh	1.9	3.0	0.0	3.7	1.4	2.1

[37] CC(=O)C1=C(O)C(=O)N(c2cccnc2)C1c1ccc([N+](=O)[O-])cc1 (stereo unspecified)
[38] COc1ccc(COCCN2CCN(S(=O)(=O)c3ccc(C)cc3)CCC2=O)cc1
[39] CC(=O)c1ccc(NC(=O)C(C)Sc2nnc(C3CCCCC3)o2)cc1 (stereo unspecified)
[40] COC(=O)c1cccc(C23CC4(C2)[C@H](CN(Cc2cccnc2)[C@@H]4c2ccccc2)C3c2ccc(C(F)(F)F)cc2)c1 (stereo partly specified)
[41] CC(C)CC1NC(=O)c2cc(Cl)ccc2-n2c1nc1ccccc1c2=O (stereo unspecified)
[42] CCOC(=O)C1(C)NC(c2cccs2)C2C(=O)N(c3ccc(OC)cc3)C(=O)C21 (stereo unspecified)
compound no.	37	38	39	40	41	42
AddAB inh	-0.6	5.7	3.3	0.7	2.2	-2.3
Ecoli viability	0.3	0.2	-0.4	-0.5	1.9	-1.2
SUMO Mot1 rescue	16	-7	-12	-12	8	5
phage Ecoli inh	2.0	2.2	-0.8	1.4	3.3	2.5

[43] CC(C)n1c(CN(C)Cc2ccccc2)nc2c1c(=O)n(C)c(=O)n2C
[44] COc1cccc(-c2ccc(=O)n(CC(=O)Nc3ccc(S(=O)(=O)NCC(C)C)cc3)n2)c1
[45] Cc1ccc(-n2c(SCC(=O)Nc3cccc(C)c3)nc3c(oc4ccccc43)c2=O)cc1
[46] CCOC(=O)N1CCN(C(=O)c2ccc3c(=O)n4c(nc3c2)CCCCC4)CC1
[47] Cc1c(-c2cc[n+]([O-])cc2)oc2ccc(Br)cc2c1=O
[48] CCOC(=O)C1CCCN(CC(=O)c2c[nH]c3ccc(C)cc23)C1 (stereo unspecified)
compound no.	43	44	45	46	47	48
AddAB inh	0.7	2.1	2.7	1.0	-0.6	-0.2
Ecoli viability	-3.1	-1.5	4.8	0.7	0.5	0.9
SUMO Mot1 rescue	316	-7	34	3	-10	-8
phage Ecoli inh	0.9	2.0	3.5	2.4	2.7	-2.1

# 12 entries from above, with two lines to a compound:
# Each structure is followed by: AddAB inh	Ecoli viability	SUMO Mot1 rescue	phage Ecoli inh
[27] O=C(Cc1ccc(Nc2nc(=S)[nH]c3ccccc23)cc1)NC1CCCCC1
  -1.0	0.6	31	-0.4
[28] COc1ccc(/C=N/n2cnc3c([nH]c4ccc(Br)cc43)c2=O)cc1CN1CCOCC1
  3.5	0.5	294	2.2
[29] COC(=O)c1ccc(CSc2nnc(Nc3ccccc3OC)s2)o1
  0.5	-3.7	-11	1.4
[30] O=[N+]([O-])c1cc(/C=N/Nc2nc3ccccc3[nH]2)c(O)cc1O
  -1.4	-1.8	0	2.0
[31] Cc1ccc(-n2c(=O)c3sccc3n(Cc3cc(=O)n4ccccc4n3)c2=O)cc1F
  1.0	1.6	1	1.9
[32] Cc1nc(NS(=O)(=O)c2ccccc2C)c2c3c(sc2n1)CCC3
  0.5	2.9	71	3.0
[33] CC(=O)Nc1ccc(S(=O)(=O)N2C(=O)c3cccc4cccc2c34)cc1
  1.5	1.4	-20	0.0
[34] Cc1[nH][nH]c(=O)c1N=Nc1ccccc1C#N
  0.9	-2.0	-12	3.7
[35] CCCCCc1nc2c(c3c1CCCC3)CCCC2
  0.8	1.7	-19	1.4
[36] O=C(N/N=C/c1ccncc1)c1cccc([N+](=O)[O-])c1
  4.4	2.3	-20	2.1
[37] CC(=O)C1=C(O)C(=O)N(c2cccnc2)C1c1ccc([N+](=O)[O-])cc1 (stereo unspecified)
  -0.6	0.3	16	2.0
[38] COc1ccc(COCCN2CCN(S(=O)(=O)c3ccc(C)cc3)CCC2=O)cc1
  5.7	0.2	-7	2.2

# Next results follow.
[49] O=[N+]([O-])c1ccccc1CN1CCN(Cc2c[nH]c3ccccc23)CC1
[50] CC1=C(C(=O)OCc2ccccc2)C(c2ccc3ccccc3c2)NC(=O)N1CCCCCC(=O)O (stereo unspecified)
[51] O=C1c2ccccc2S(=O)(=O)c2cc(N3CCN(c4ccccc4)CC3)ccc21
[52] c1ccc(C(c2ccccc2)N2CCN(c3nc4ccccc4n4cnnc34)CC2)cc1
[53] O=C(CN1CCSCC1)N/N=C/c1ccc(Cl)cc1
[54] CCCCN1c2cc(C)c(O)cc2C(C(=O)OCC)C1C (stereo unspecified)
compound no.	49	50	51	52	53	54
AddAB inh	1.4	5.0	4.2	1.5	-1.2	0.9
Ecoli viability	-2.2	1.4	-1.5	0.9	2.3	1.2
SUMO Mot1 rescue	-2	-30	4	601	10	0
phage Ecoli inh	-0.3	0.1	3.2	-3.0	0.1	0.2

[55] CCN1C(=O)[C@@H]2[C@H](C1=O)[C@@H]1CC(C(=O)OC)=C[C@@H](C(=O)OC)C3C1=C(C(=O)C3(CC)CC)[C@@H]2C (stereo partly specified)
[56] COc1ccc(Nc2nc(Cl)nc(N3CCN(c4ccc(OC)cc4)CC3)n2)cc1
[57] CN1/C(=C\C=C2/C(=O)Oc3ccccc3C2=O)C(C)(C)c2ccccc21
[58] O=C(COC(=O)c1sc2cc(Cl)ccc2c1Cl)Nc1ncc(Cl)cc1Cl
[59] COc1ccc(NC(=O)c2cccc(C(=O)Nc3ccc(OC)cc3)n2)cc1
[60] C/C=C\C(=O)Nc1cccc(C2=NOC3(C2)C[C@@H](C(N)=O)N(C(=O)c2ccc(OC)cc2)C3)c1 (stereo partly specified)
compound no.	55	56	57	58	59	60
AddAB inh	3.1	4.8	0.0	-2.6	-0.1	-1.3
Ecoli viability	0.8	0.4	1.3	-0.3	-3.3	-3.1
SUMO Mot1 rescue	4	-11	-1	-9	-9	-10
phage Ecoli inh	2.3	2.9	3.6	2.0	2.3	-0.7

[61] O=C(N/N=C/c1ccc([N+](=O)[O-])o1)c1cn(-c2ccccc2)nc1-c1ccc(F)cc1
[62] CC1CCN(S(=O)(=O)c2ccc3nc(N4CCN(c5ccccc5)CC4)ccc3c2)CC1
[63] O=C(N/N=C/c1ccc2nccnc2c1)c1ccccc1O
[64] Cc1ccc2c(c1)NC(=O)c1cccc([N+](=O)[O-])c1CO2
[65] Cn1c(SCC(=O)NCc2ccc(F)cc2)nc2c([nH]c3ccccc32)c1=O
[66] Cc1cc(C)c(NS(=O)(=O)c2ccc(NC(=O)/C=C/C(=O)O)cc2)c(C)c1
compound no.	61	62	63	64	65	66
AddAB inh	3.3	1.4	2.0	0.1	-0.2	-2.1
Ecoli viability	0.1	-0.9	0.8	-1.9	-1.5	-3.7
SUMO Mot1 rescue	-10	3	7	-6	182	-2
phage Ecoli inh	2.4	2.9	1.3	2.1	3.7	5.7

[67] Cc1ccc2sc(-c3ccc(NC(=O)CCN4C(=O)c5ccccc5C4=O)cc3)nc2c1
[68] COCCn1c(C(=O)N2CCCC2)cc2c1C[C@H]1CN(C(=O)c3ccccc3)[C@@](Cc3ccc(F)cc3)(C(=O)OC)[C@@H]21
[69] O=C(NNc1nc(N2CCOCC2)nc(N2CCOCC2)n1)Nc1ccc(Cl)cc1
[70] Cn1c(=O)c(C(=O)COC(=O)c2cc(C(F)(F)F)nc3ccccc23)c(N)n(Cc2ccccc2)c1=O
[71] CC1NC(=O)c2ccccc2-n2c1nc1cc(F)ccc1c2=O (stereo unspecified)
[72] CN1CCN(c2ccc([N+](=O)[O-])cc2/C=N/NC(=O)c2cccc([N+](=O)[O-])c2)CC1
[73] Cc1cccc(N=Nc2c(C)[nH]n(C(N)=S)c2=O)c1C
compound no.	67	68	69	70	71	72	73
AddAB inh	5.5	2.3	2.0	0.8	1.1	3.7	0.0
Ecoli viability	2.4	-0.8	-1.4	-1.0	0.0	-0.4	3.8
SUMO Mot1 rescue	-19	132	-11	5	-5	-5	-3
phage Ecoli inh	1.6	1.8	2.4	1.4	3.3	3.9	3.8
